# From PubChem BioAssay
# PAX8 inh HTS: inhibitors of PAX8 transcriptional activity in RMG-I cells. RMG-I TPO-luciferase reporter, SteadyGlo, 24 h. inhibition, % at 12.6 µM. actives 1.2% (n = 360,000). AID 652154;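 active means mean replicate inhibition at least 60% with every replicate also reaching 60%; inconclusive means only one of the two criteria is met; inactive means mean below 60% and not all replicates reaching 60%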;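 further: luciferase light reporting Pax8 driven TPO promoter activity; plate controls were median of neutral control wells for no effect and mitoxantrone controls for full effect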
# LGR2 antag: Drosophila LGR2 receptor signaling inhibition; actives 0.35% (n = 380,000); inhibition, % at 9.99 µM; AID 720647; HEK293 LGR2, CRE-luciferase, bursicon-stimulated, 4 h;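 active means drop in luminescence signal, shown as inhibition above about 50% in the replicate tests, limit read from the data, passing the limit was not always enough; inconclusive means probably only some replicates passing the limit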;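 further: agonist challenge used bursicon conditioned medium at about half maximal strength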
# Cneo AK release: causes C. neoformans cell lysis; lysis activity, % at 15 µM; adenylate kinase release luminescence, 4 h; normalised: neutral wells 0, clomiphene wells 100; actives 0.2% (n = 360,000);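 active means mean lysis activity across replicates of at least 80%, whatever share of replicates individually reach that level; inactive means mean lysis activity below 80%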
#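 Schedule: static 4 h at 37 °C with compound, 1 h detection; system: C. neoformans cells; benchmarks: Clomiphene as positive control; buffer or medium: fresh YPD medium; measure: luminescence rise reflecting yeast cell lysis; measured by: luminescent adenylate kinase detection reagent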
# PGC1a acetyl inh: lowers PGC1a acetylation signal in U2OS cells | AlphaScreen anti-acetyl-lysine; with virally co-expressed GCN5 acetyltransferase | inhibition, % at 15.6 µM | actives 0.17% (n = 350,000);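 active means every replicate shows inhibition of at least 40%; inconclusive means mean inhibition at least 40% but some replicate below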;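 further: 0% = neutral control wells and 100% = positive control wells; some results beyond the cut were filed as inactive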
# ARNT TACC3 PPI: ARNT/TACC3 interaction disruption; Q9Y6A5; AlphaScreen His-ARNT PAS-B/GST-TACC3 binding, luminescence; TACC3 fragment carries E629A point mutation; inhibition, % at 9.99 µM; actives 0.66% (n = 390,000);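 active means mean inhibition of replicates at least 50% and at least half of replicates each reaching 50%; inconclusive means half or more replicates reach 50% but mean below 50%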;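 further: 0% = complete ARNT plus TACC3 wells and 100% = ARNT alone without TACC3; many hits fall short of the cut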
# INS-1E GSIS act: GLuc luminescence reporter in INS-1E cells, primary screen for activators of glucose-dependent secretion of insulin. INS-1E GLuc reporter insulin secretion, 2-3 h. activation, % at 16.6 µM. actives 0.61% (n = 370,000);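 active means lowest replicate activation of at least 40%, so every replicate reaches that level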;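 further: 0% = median of neutral control wells and 100% = median of IBMX positive control wells; some compounds called inactive have numbers as strong as hits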
# C2C12 statin: suppressors of simvastatin-induced myotoxicity in C2C12 myotubes | rescue of ATP level, % at 7.49 µM | actives 0.78% (n = 330,000) | ATP luminescence, 48 h; scaled: DMSO 0, geranylgeraniol control 100;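 active means mean ATP rescue above about 67%, or every replicate alone reaching that limit, limit read from the data, passing the limit was not always enough; inconclusive means no clear call, values can overlap the other calls; inactive means mean under the limit and some replicate under it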;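 further: myotubes were challenged with 10 µM simvastatin during compound exposure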
# PglD inh: PglD (C. jejuni) enzyme inhibition; purified PglD enzyme, DTNB colorimetric CoA detection; inhibition, % at 12.5 µM; actives 0.098% (n = 360,000); in the data active means inhibition above about 16%, passing the limit was not always enough; inconclusive means no clear call, values can overlap the other calls; further: strong numbers were not always called active
# * = called active by the depositor; ? = inconclusive; . = no result given; & = joins results of further samples. Not a hit list. About 2.9% of those tested had a hit in this group.
SMILES,PAX8 inh HTS,LGR2 antag,Cneo AK release,PGC1a acetyl inh,ARNT TACC3 PPI,INS-1E GSIS act,C2C12 statin,PglD inh
Cc1nc(-c2cc(-c3nc(-c4ccc(C(C)(C)C)cc4)no3)no2)cs1,4,-11,.,-4,-2,-22,-21,.
O=C(CCN1CCCC1)Nc1ccccc1,8,.,-3,5,-5,.,-2,-2
O=C(O)c1ccc(Cl)c(S(=O)(=O)NC(Cc2ccccc2)C(=O)O)c1 (stereo not drawn),-6,5,2,.,-4,5,3,3
C/C=C1\COC(C(=O)NCCN2CCCC2)(C(F)(F)F)C=C1C=C1CCCCC1 (stereo not drawn),9,.,4,4,7,.,-1,-7
Cc1ccc(S(=O)(=O)NNc2nnc(C)c(=O)[nH]2)cc1,43,31,.,.,-8,6,.,.
NC(=O)CC(NC(=O)c1ccccc1)c1ccc(N2CCN(c3ccccn3)CC2)c([N+](=O)[O-])c1 (stereo not drawn),0,-3,-3,1,-5,.,-2,1
O=C(CCSCc1ccccc1Cl)NCc1ccco1,6,15,.,3,20,5,.,.
COc1cc(C(C(=O)NC2CCCC2)N(C(=O)c2snc(C(N)=O)c2N)c2ccccc2)cc(OC)c1OC (stereo not drawn),10,-16,.,.,1,9,-2,.
COC(=O)[C@@H](NC(=O)Nc1ccc(OC(F)(F)F)cc1)C(C)C,.,.,-1,-19,-9,.,1,6
FC(F)(F)c1ccc(Sc2n[nH]c(C(F)(F)F)n2)nc1,5,3,0,6,-7,2,.,6
COc1ccc(C(C(=O)NCCC(C)C)N(CCO)C(=O)c2snc(C(N)=O)c2N)cc1OC (stereo not drawn),-16,6,-2,2,-16,-20,6,3
CCCN(CC(=O)Nc1ccccc1C)C(=O)c1ccc(S(=O)(=O)N2CCCCC2)cc1,14,-25,-2,0,-5,-7,1,0
CC(C)c1nnc(NC(=O)CCS(=O)(=O)c2ccccc2)s1,?,1,1,10,-16,8,6,-1
CC1CCc2nc(NC(=O)CN3CCN(Cc4ccc5c(c4)OCO5)CC3)sc2C1 (stereo not drawn),.,.,2,-1,12,.,.,0
CC1CCCN(C(=O)CSc2nnc(-c3c[nH]c4ccccc34)o2)C1 (stereo not drawn),.,-3,-5,-5,-2,-7,34,6
OC[C@H]1[C@@H](c2ccccc2)[C@H](CNCC2CCC2)N1CC1CC1,7,0,-4,2,5,1,-25,0
CCn1c(=O)c(C(=O)NNC(=O)Cc2ccccc2)c(O)c2ccccc21,-2,7,-2,.,-7,6,29,2
O=C(NCC[C@H]1CC[C@H](NC(=O)C2CCCCC2)[C@@H](CO)O1)c1cc(Cl)cc(Cl)c1,-4,15,-3,1,.,2,3,1
CC(C)NC(=O)/C=C/C(=O)O,-3,-5,.,2,-3,.,.,.
O=C(NCc1ccc2c(c1)OCO2)C1CC(c2ccccc2O)=NO1 (stereo not drawn),.,-13,-4,26,4,-15,-8,-1
COc1ccc(C(=O)N(C)C2CCCN(Cc3ccccc3F)C2)cc1OC (stereo not drawn),4,4,1,.,-4,11,-4,3
CCN(CC)c1ccc(/C=N/NC(=O)OC)c(O)c1,.,.,3,6,3,.,-46,-8
Cc1cc2c([nH]c3ccccc32)c(C)n1,-8,-7,1,-9,0,-4,4,-2
C[C@@H]1CN([C@H](C)CO)C(=O)c2cc(C#CCN(C)C)cnc2O[C@@H]1CN(C)Cc1ccccc1F,-13,0,4,-10,7,1,10,1

# Filtered by structure, the entries above containing a Cl atom.
SMILES,PAX8 inh HTS,LGR2 antag,Cneo AK release,PGC1a acetyl inh,ARNT TACC3 PPI,INS-1E GSIS act,C2C12 statin,PglD inh
O=C(O)c1ccc(Cl)c(S(=O)(=O)NC(Cc2ccccc2)C(=O)O)c1 (stereo not drawn),-6,5,2,.,-4,5,3,3
O=C(CCSCc1ccccc1Cl)NCc1ccco1,6,15,.,3,20,5,.,.
O=C(NCC[C@H]1CC[C@H](NC(=O)C2CCCCC2)[C@@H](CO)O1)c1cc(Cl)cc(Cl)c1,-4,15,-3,1,.,2,3,1

# Later entries
SMILES,PAX8 inh HTS,LGR2 antag,Cneo AK release,PGC1a acetyl inh,ARNT TACC3 PPI,INS-1E GSIS act,C2C12 statin,PglD inh
O=C(NCC(=O)N(c1cccnc1)C(C(=O)NC1CCCCC1)c1cccnc1)c1ccco1 (stereo not drawn),.,.,-1,-5,-20,.,3,-2
COc1ccc(CC(=O)Oc2ccccc2[N+](=O)[O-])cc1,0,-9,-1,7,2,1,2,-3
COc1cccc2cc(C(C)=O)oc12,-9,-1,0,1,-2,22,0,1
CC1CCCN(C(=O)CSc2nc3ncccc3[nH]2)C1 (stereo not drawn),-13,7,.,3,-10,-2,.,.
CCCNC(=O)c1nc(C)n(-c2cc(Cl)cc(Cl)c2)n1,0,-11,.,2,-15,3,.,.
CS(=O)(=O)N1N=C(c2ccco2)CC1c1ccccc1Cl (stereo not drawn),0,14,.,3,1,6,13,.
COc1ccc(C(=O)OCc2nnc(-c3ccccc3)o2)cc1S(=O)(=O)N1CCOCC1,.,-12,.,-5,1,-5,.,.
Cn1nc(-c2ccc(Cl)cc2)cc1NC(=O)CC(C)(C)CC(=O)O,16,7,-1,12,.,3,.,2
O=C(CSc1ccccc1)N/N=C/c1ccccc1O,1,-10,.,-9,-9,-3,.,.
CC(C)Sc1nc2ccsc2c(=O)[nH]1,7,.,.,-9,-10,25,.,.
O=C(CN(C(=O)C1COc2ccccc2O1)c1ccccc1)NCC1CCCO1 (stereo not drawn),.,.,0,11,-5,.,7,6
COc1cc2cc(Oc3ccc4ccc(=O)oc4c3)c(=O)oc2cc1OC(C)=O,.,-13,1,6,-18,12,-1,-1
CCN(C(=O)CSc1nc(-c2ccccc2)cn1N)c1c(N)n(Cc2ccccc2)c(=O)[nH]c1=O,-11,0,8,.,7,-9,-1,-3
COc1ccc(C(=O)NC(Cc2c[nH]c3ccccc23)C(=O)O)cc1 (stereo not drawn),7,-11,-1,-4,-12,5,-4,3
Cn1cnc(CCNC(=O)C[C@H]2CC[C@@H]3[C@H](COC[C@H](O)CN3C(=O)Nc3ccccc3)O2)c1,-12,-4,0,1,11,23,0,3
CCCNC(=O)Nc1ccc2c(c1)C(=O)N(C)[C@H]1CC[C@H](CC(=O)NCC3CCCCC3)O[C@H]1CO2,-20,-2,5,8,-12,-1,16,-2
Cc1c(Cl)cccc1NC(=S)NCCc1ccc(S(N)(=O)=O)cc1,-21,13,-3,5,-14,0,0,4
CN(C)CCCNC(=O)C[C@@H]1CC[C@@H]2[C@H](COC[C@@H](O)CN2CC2CCCC2)O1,-2,5,1,0,0,-8,-4,4
CCNC(=S)NNC(=O)Nc1ccccc1,.,-16,.,10,-2,-7,-3,.
Cn1c(SCC(=O)Nc2ccc3nc(SCC(=O)NC4CC4)sc3c2)nnc1-c1ccccc1,4,-3,-3,1,1,-22,.,0
O=C(CCSc1ccc(Cl)cc1)NC1CCCC1,-11,-30,2,.,-15,-3,-3,3
Cc1ccc(NC2CCCN(C(=O)c3cccs3)C2)cc1C (stereo not drawn),9,-10,5,-9,24,3,-2,0
CC(=O)NN1C(=O)c2ccccc2NC1c1ccccc1F (stereo not drawn),-13,19,6,4,0,1,-16,-2
CCCOc1ccc(-c2c(C(=O)N/N=C(\C)COc3ccccc3)nnn2-c2nonc2N)cc1,-21,13,1,1,-4,-14,1,0
O=C(COC(=O)c1ccccc1SCC(=O)N1CCCC1)NCc1ccc(F)cc1,-3,-1,0,-2,.,7,4,-5
COc1cc(OC)cc(C(=O)NNC(=O)c2ccc3ccccc3n2)c1,53,-10,0,.,-3,-6,17,-2
COc1cccc(NC(=O)N(C)C[C@@H]2OCc3ccccc3-c3ccccc3C(=O)N([C@H](C)CO)C[C@H]2C)c1,-18,5,-4,-1,-2,7,.,3
O=C(NC(C(=O)c1ccccc1)n1ccc(=O)[nH]c1=O)c1ccccc1 (stereo not drawn),.,.,1,.,3,-4,.,0
CO/N=C/c1ccc(N2CCN(C(=O)c3ccc(Cl)cc3Cl)CC2)c([N+](=O)[O-])c1,.,.,0,.,15,.,2,-1
O=C(NCc1ccc2c(c1)OCO2)C(=O)Nc1cc2c3c(c1)CC(=O)N3CCC2,1,4,1,3,-3,13,-6,-5
CCN1CCCc2cc(CN(CCN3CCOCC3)C(=S)Nc3ccc(OC)c(Cl)c3)ccc21,-12,10,.,-3,16,-39,-23,.
CN(C(=O)COC(=O)Cc1ccc(Cl)cc1)C1CCCCC1,16,-6,-2,-16,-1,6,2,-4
Cc1ccc(N2CC(C(=O)Nc3ccc4c(c3)OCO4)CC2=O)cc1C (stereo not drawn),4,-19,3,.,20,0,5,4
O=C(NCCCNCc1ccccc1)c1ccccn1,-19&6,-10,1,14,2&1,-7,4,2
CC(=O)n1cc([C@H]2C=C(C(=O)Nc3ccccc3)O[C@@H](OCCCCO)C2)c2ccccc21,-7&26,-4,2&1,-1,12&-2,-5,8,5&-7
CC=Cc1ccc2n(c1=O)C[C@@H]1[C@@H](CO)[C@H](C(=O)NCCC)[C@H]2N1CC1CC1 (mixture of isomers),.,11,7,.,-9,23,3,0
CC1CCN(CCCCOc2ccc([N+](=O)[O-])cc2)CC1,-6,4,.,.,1,11,.,.
O=C(COc1ccc2ccccc2c1Br)NC(=S)Nc1cccc(CO)c1,-17,-58,.,.,2,12,.,.
O=C(CSc1ccc2nnc(-c3cccs3)n2n1)N1CCCC1,2,-26,.,5,-14,19,.,.
S=C(NCCc1ccccc1)NCCN1CCOCC1,3,-5,1,4,-1,6,3,-2
O=[N+]([O-])c1ccc(N2CCN(c3cccc(Cl)c3)CC2)cn1,13,5,0,.,1,-2,28,2
Cc1cc(/C=C(\C#N)C(=O)O)c(C)n1CC1CCCO1 (stereo not drawn),2,14,.,.,-7,-28,.,.
C[C@@H]1CN([C@@H](C)CO)C(=O)CCCn2cc(nn2)CO[C@H]1CN(C)C(=O)CCC(F)(F)F,1&-16,-6&13,0&-7,0&2,-9&-3,-1&21,4&3,-3&0
NC(=O)c1cccn1Cc1ccccc1Cl,.,.,2,.,-1,.,33,10
Cc1ccc(-c2ccc(CN3C(CC(C)C)C(=O)N(Cc4cn(Cc5ccco5)nn4)CCS3(=O)=O)cc2)cc1 (stereo not drawn),14,14,2,5,.,-9,-4,5
COc1ccccc1NS(=O)(=O)c1c(C(=O)N2CCCC2)c(C)n(C)c1C,18,4,4,-13,-12,14,-5,1
C/C(CCc1ccccc1)=N\NC(=O)CC(=O)NCCc1ccccc1,-15,-7,-3,.,-3,1,.,-7
COc1ccc(NC(=O)Nc2ccc3c(c2)C(=O)N([C@@H](C)CO)C[C@@H](C)[C@@H](CN(C)Cc2ccncc2)OCCCC[C@@H](C)O3)cc1,-4,-37,-1,-6,7,-19,.,1
Cc1cc2c(sc3c(C)ccc(C)c32)c(C)n1,11,.,3,2,-2,.,.,-2
CC(C)c1ccc(NC(=O)C(c2ccccc2)N2CCN(C(=O)c3ccco3)CC2)cc1 (stereo not drawn),-7,.,-2,-1,0,.,-26,1
O=C(NCc1cn(-c2ccccc2)nc1-c1ccccc1)c1cccc([N+](=O)[O-])c1,4,-16,2,-24,3,-19,4,-2
O=C(Cn1ccccc1=O)c1ccc(Cl)cc1,-11,-7,.,.,-4,10,.,.
O=C(c1ccccc1)C1CC=CCC1C(=O)c1ccccc1 (stereo not drawn),-9,.,3,-2,12,.,-2,7
CCOC(=O)c1c(C)nc(SCC(N)=O)c(C#N)c1-c1ccccc1,.,10,5,-4,1,12,.,4
